GAA glycogen: GAA glycogen-cleavage inhibition or activation | recombinant GAA, glycogen substrate, Amplex Red glucose oxidase fluorescence | AID 2100 | P10253 | 300,000 tested, 0.38% active | Potency, µM (series often up to 76.4 µM), for inactives: at the top dose activity change, negative = inhibition, actives largely listed as inhibitors;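 also: 0% = full enzyme reaction and -100% = no-enzyme basal signal; the screen sought inhibitors and activators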
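Recombinant human enzyme (4 nM); glycogen substrate; 37 C, 40 min, pH 5.0. Readout: coupled glucose oxidase/Amplex Red fluorescence.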
Tau fibril ThT: inhibitors of human tau fibril formation, thioflavin T binding. P10636. recombinant tau K18 P301L, heparin-induced fibrillization, ThT fluorescence. Potency, µM (titrated, usually from 57.4 µM), for the others: top-dose activity, negative = inhibition, usual class: inhibitors. 270,000 tested, 2.1% active; also: % is scaled to controls: 0 for no effect and ±100 for the full control effect; nearly all actives have a fitted effect of over 55% in size
Target sequence (P10636 561-689 P618L limits assumed): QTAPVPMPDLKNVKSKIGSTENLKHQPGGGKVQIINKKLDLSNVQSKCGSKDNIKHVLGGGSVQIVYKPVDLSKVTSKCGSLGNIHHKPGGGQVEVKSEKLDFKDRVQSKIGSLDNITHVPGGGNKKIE
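Using a mix of unlabeled (15 uM) and Alexa 594-labeled (0.24 uM) tau K18 P301L, heparin-triggered fibrillization over 6 hr at 37 C was scored by ThT fluorescence.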
GLA spleen mod: inhibits or activates alpha-galactosidase in human spleen homogenate | P06280 | human spleen homogenate, 4MU-alpha-Gal fluorescence, 40 min | Potency, µM (highest dose often 80 µM), for inactives: at the highest dose activity change, negative = inhibition, usual class: inhibitors | 240,000 tested, 0.008% active | AID 2107;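 also: 0% = enzyme with vehicle and -100% = no enzyme basal signal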
Target sequence (P06280 32-429 limits assumed): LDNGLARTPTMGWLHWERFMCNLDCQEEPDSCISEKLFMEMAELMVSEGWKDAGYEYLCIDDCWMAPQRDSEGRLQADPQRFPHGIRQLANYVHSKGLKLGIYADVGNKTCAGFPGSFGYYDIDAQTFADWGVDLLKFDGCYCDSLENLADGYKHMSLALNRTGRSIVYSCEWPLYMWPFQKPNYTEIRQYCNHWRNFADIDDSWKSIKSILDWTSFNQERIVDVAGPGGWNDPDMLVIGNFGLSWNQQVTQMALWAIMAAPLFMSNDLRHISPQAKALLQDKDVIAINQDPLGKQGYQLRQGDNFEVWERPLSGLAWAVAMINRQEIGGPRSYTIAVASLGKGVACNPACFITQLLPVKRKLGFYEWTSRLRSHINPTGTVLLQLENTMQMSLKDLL
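Human spleen homogenate (1 ug) as enzyme source, 4-methylumbelliferyl-alpha-D-galactopyranoside 1 mM final, citrate/phosphate pH 5.0 with 0.01% Tween-20. Compounds 40 min at 37C, NaOH/glycine stop; fluorescence Ex 365/Em 440, Hill-fit AC50.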
Tau fluor cs: counter-screen for tau fibril formation inhibitors. Potency, µM (titrated, usually from 57.7 µM), for the others: at the highest dose activity change, negative = decrease. 280,000 tested, 0.93% active. AID 1463. tau K18 P301L (four-repeat tau fragment) Alexa594 fluorescence, heparin fibrillization; also: % is scaled to controls: 0 for no effect and ±100 for the full control effect; nearly all actives have a fitted effect of over 55% in size
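Human K18 P301L tau (15 uM unlabeled plus 0.24 uM Alexa 594-labeled, final) in 100 mM sodium acetate pH 7 was mixed with compound and 20 uM heparin and incubated 6 hr at 37 C.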
GAA inh: blocks human lysosomal alpha-glucosidase; P10253; purified human GAA, 4-MU-alpha-glucoside fluorescence; Potency, µM (doses to about 76.9 µM), for inactives: top-dose activity change, negative = inhibition, hits mostly inhibitors; 200,000 tested, 0.005% active;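 also: plate controls were uninhibited enzyme wells for no effect and no-enzyme background for full effect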
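Enzyme (4 nM final) mixed with compound (up to 77 uM), then 4-MU-alpha-D-pyranoside (400 uM final) added; 20 min at room temperature, pH 5.0. Reaction stopped at pH 10, fluorescence read, AC50 derived by Hill fit.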
HTT ATP protect: Huntington cell model cytoprotection by ATP luminescence. Potency, µM (highest dose often 56.4 µM), for inactives: cytoprotection (ATP increase), hits mostly activators. PC12 HTT-Q103 induced, cytoprotection, ATP luminescence, 40 h. 230,000 tested, 0.14% active;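 also: % of control where 0% means no effect; nearly all actives have a fitted effect of over 45% in size; toxic huntingtin expression switched on by the ecdysone agonist tebufenozide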
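Rat PC12, Q103 Htt exon1-GFP fusion, ecdysone promoter; tebufenozide inducer 100 nM final; compound titration; qHTS, 1500 cells/well; ATPlite luminescent read.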
Tau FP inhib: blocks human tau fibril formation measured by polarization; P10636; K18 P301L tau heparin fibrillization, Alexa594 FP, 6 h; Potency, µM (top dose mostly 57.7 µM), for inactives: at the highest dose activity, negative = inhibition, usual class: inhibitors; 280,000 tested, 0.39% active; AID 1468; also: % is scaled to controls: 0 for no effect and ±100 for the full control effect; nearly all actives have a fitted effect of over 55% in size
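FP of Alexa 594-tau after heparin (20 uM) induction. Substrate: human K18 P301L, 15 uM unlabeled, 0.24 uM labeled. Buffer 100 mM sodium acetate pH 7. 6 hr, 37 C.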
aGlu spleen mod: inhibitors or activators of human alpha-glucosidase in spleen homogenate; 240,000 tested, 0.006% active; Potency, µM (series often up to 79.9 µM), for inactives: at the highest dose activity change, negative = inhibition, actives largely listed as inhibitors; AID 2112; human spleen homogenate, 4-MU-alpha-glucoside fluorescence;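 also: 0% = enzyme with vehicle and -100% = no enzyme basal signal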
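Human spleen homogenate (1 ug) with 4-methylumbelliferyl-alpha-D-glucopyranoside (1 mM final) in 50 mM citrate/phosphate pH 5.0, 0.01% Tween-20; 40 min at 37 C. Stopped at pH 10; 4-MU fluorescence Ex 365/Em 440 nm; AC50 by Hill fit.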
Starred values were filed as active, the others as inactive; ? = inconclusive; . = not tested or not shown; [ ] = remark or other dose. Calls follow the shape of the dose curve; as a rule, active = well fitted curve in the direction sought with a large enough effect; inconclusive = small, poorly fitted or top-dose-only effect, or another doubt; inactive = no such curve, though single readings can be large; an effect the other way counts as inactive or inconclusive. Potency is read from the fitted curve at half-maximal effect.

SMILES | GAA glycogen | Tau fibril ThT | GLA spleen mod | Tau fluor cs | GAA inh | HTT ATP protect | Tau FP inhib | aGlu spleen mod
O=C(NC1CCCCC1)c1ccc(Cn2cc(Br)cn2)o1 | -4% | -15% | 1% | -13% | 1% | 1%[10 µM] | 9% | -4%
COc1ccc(N(C(=O)c2ccco2)S(=O)(=O)c2ccc(F)cc2)cc1 | -2% | -25% | 0% | -16% | -1% | 3%[1.9 µM] | -5% | -2%
CCn1c(SCC(=O)Nc2cc(C)on2)nc2sc(C)c(C)c2c1=O | -3% | -7% | -3% | -8% | -10% | 4% | -2% | -9%
CCCCCCC1=Cc2cc(OC)c(OC)cc2C(C(C(C)=O)C(=O)OCC)O1 (stereo unspecified) | . | -16%[11.5 µM] | -6%[17.5 µM] | -12%[11.6 µM] | . | 2%[10 µM] | 3%[11.6 µM] | -4%[17.4 µM]
N#Cc1ccc2ccn(CC(=O)NCc3ccccc3)c2c1 | -18% | 5% | ? | -1% | -10% | -20% | 1% | -22%
N#Cc1ccc(C(=O)OCC(=O)Nc2ccc(N3CCOCC3)cc2)cc1 | -1% | ? | -5% | -8% | -5% | -27% | -2% | -3%
O=C(Oc1ccccc1)c1cccc2cccnc12 | 0% | -7% | 0% | 1% | 2% | -15%[10 µM] | 1% | -14%
CCn1c(SCC(=O)c2ccccc2)nc2c(c1=O)SC(C)C2 (stereo unspecified) | -2% | -7% | -6% | -5% | -10% | 15%[1.9 µM] | 7% | -7%
C=CCSc1nc(-c2ccc(OC)cc2)c(C#N)c(=O)n1CC=C | 8% | -16% | -3% | -14% | 5% | 0%[10 µM] | 0% | -3%
COc1ccccc1NC(=O)c1cc2c(-c3ccccc3)nn(-c3ccccc3)c2s1 | 1%[76.3 µM] | -4% | . | -24% | . | . | ? | .
CCOC(=O)/C=C1\SCC(=O)N1CC(O)CN1C(=O)CS/C1=C\C(=O)OCC | 2% | -13% | -7% | -8% | 3% | -24%[10 µM] | 3% | -13%
CNC(=O)CCC(=O)Nc1ccc(C(=O)OC)cc1 | 1% | -8% | 4% | -1% | -14% | -1% | 5% | -8%
C/C(CC(=O)Nc1cc(Cl)ccc1Cl)=N\NC(=O)c1ccco1 | ? | -12% | 7% | -11% | 6% | 7% | 3% | 0%
COc1ccc(CNC(=O)C2CCCN(c3nccc(C)n3)C2)cc1 (stereo unspecified) | 3% | -5% | -6% | -3% | -1% | 20%[1.9 µM] | -6% | 9%
O=C(O)CC(c1ccccc1)c1ccccc1 | 1% | -5% | 2% | 0% | -3% | -11% | 0% | -15%
O=C(N/N=C/c1cccc(Cl)c1Cl)Nc1ccccc1 | 4% | -7% | -23% | -5% | -10% | -7% | 6% | -1%
CN(C)S(=O)(=O)c1ccc(Cl)c(NC(=O)COC(=O)C2CCCO2)c1 (stereo unspecified) | 2% | 4% | 2% | 3% | . | 0%[10 µM] | -2% | 0%
CCN(C(=O)CSc1nc2c(cnn2-c2ccccc2)c(=O)[nH]1)C1CCS(=O)(=O)C1 (stereo unspecified) | 1% | -4% | 16% | 2% | 3% | 13%[10 µM] | -1% | 7%
CC(C)=C1C2CCC1C1C(=O)N(NC(=O)COc3ccc(Cl)c(C)c3)C(=O)C21 (stereo unspecified) | -6% | -12% | -12% | -26% | 2% | 11% | 3% | -12%
Cc1ccc(S(=O)(=O)CC(CN2CCOCC2)N2CCOCC2)cc1 (stereo unspecified) | 3% | 3% | 10% | 8% | 9% | . | 8% | 9%
COc1cccc2cc(C(=O)NCc3ccco3)c(=O)oc12 | -1% | -2% | 5% | -8% | 6% | 14%[10 µM] | 0% | 9%
COc1ccccc1CNC(=O)c1c(O)c2cc(OC)c(OC)cc2[nH]c1=O | 7% | -5% | 0% | 2% | -12% | 0% | 1% | 1%
COc1ncnc2c1oc1nc(C(C)C)c3c(c12)CC(C)(C)OC3 | 1% | -3% | 3% | -4% | -2% | 9%[0.074 µM] | 4% | -2%
CN1C2C=C3C(C#N)=C(N)C(C#N)(C#N)[C@@H](c4cccc(F)c4)[C@@H]3C1CC2 (stereo partly specified) | 1% | 20µM* | ? | -9% | 7% | -18% | ? | 21%
CCOC(=O)c1ccc(CNC(=O)C(Cc2c[nH]c3ccccc23)NC(C)=O)o1 (stereo unspecified) | -2% | ? | 12% | -3% | 3% | 6%[0.074 µM] | 5% | -3%
O=C(NC(=S)Nc1ccc2c(c1)OCCO2)c1ccccc1 | ? | ? | 10% | -16% | 0% | -54%[inhibitor] | -2% | 0%
NC1=NC(=O)/C(=C/c2c(OS(=O)(=O)c3ccc(Cl)cc3)ccc3ccccc23)S1 | -1% | 3% | -3% | -10% | 5% | . | ? | 0%
COC(=O)C1=C(C)N(C(C)C)C(=O)C1(NC(C)=O)C(F)(F)F (stereo unspecified) | -3% | -4% | -3% | 0% | -2% | -9% | 4% | -3%
O=S(=O)(c1ccc(N2CCOCC2)cc1)N1CCOCC1 | 0% | 1% | 5% | 1% | 0% | -10% | -1% | 9%
CCN(c1ccccc1)S(=O)(=O)c1ccc(OC)c(NC(=O)CNC)c1 | -25% | -5% | 7% | -4% | -3% | -15%[10 µM] | -4% | -22%
CC(C)CSC1=NSC2=NC(=O)/C(=C\c3cccs3)C(=N)N12 | -2% | 0% | -7% | -2% | 1% | . | -3% | -2%
Cc1cc(=S)c2cccc(C)c2[nH]1 | ? | -18% | 5% | -9% | 4% | 30%[10 µM] | ? | 4%
COc1c(Cl)cc(Br)c(OC)c1C(=O)NC(=O)Nc1nc(C)cc(C)n1 | -8% | -8% | 6% | -8% | 3% | -7%[10 µM] | -5% | 1%
COc1ccc(CCc2nnc(CCC(=O)NCCc3ncccc3C)o2)cc1 | 1% | -7% | 5% | 7% | 10% | 30%[10 µM] | 9% | 6%
COc1cc(NC(=O)CN(C)S(=O)(=O)c2ccc3c(c2)CCC(=O)N3)cc(OC)c1 | 11% | -6% | 4% | -17% | 1% | -12% | ? | 0%
C[C@@H]1CC=C[C@H]2[C@H]1C(=O)N(Cc1ccccc1)[C@H]2c1ccc2ccccc2c1Br | -1% | -6% | 2% | -1% | . | -35%[10 µM] | 6% | -5%
COc1ccc(F)cc1C(=O)C1CCCN(C(=O)Cc2c(C)noc2C)C1 (stereo unspecified) | -4% | -8% | 13% | -4% | -8% | 10%[10 µM] | -6% | 8%
Cc1ccc(C(=O)N2CCC3(CC2)Oc2ccc(Cl)cc2C(=O)C32CC(c3ccc(Cl)cc3)=NO2)s1 (stereo unspecified) | 1% | ? | 7% | -21% | . | -14%[10 µM] | 0% | -2%
COc1cccc(OC)c1C(=O)Nc1nc2c(s1)CCc1ccccc1-2 | -18%[76.3 µM] | 2% | . | 1% | . | . | 1% | .
Cc1cccc(-c2cc3nc4c(c(NCc5ccco5)n3n2)CCCC4)c1 | ? | ? | 3% | -28% | -10% | -56%[inhibitor] | -6% | 6%

A different layout for part of the listing above:
The line under a structure holds: GAA glycogen, Tau fibril ThT, GLA spleen mod, Tau fluor cs, GAA inh, HTT ATP protect, Tau FP inhib, aGlu spleen mod
> COc1c(Cl)cc(Br)c(OC)c1C(=O)NC(=O)Nc1nc(C)cc(C)n1
    -8%, -8%, 6%, -8%, 3%, -7%[10 µM], -5%, 1%
> Cc1cccc(-c2cc3nc4c(c(NCc5ccco5)n3n2)CCCC4)c1
    ?, ?, 3%, -28%, -10%, -56%[inhibitor], -6%, 6%

Other entries follow:
SMILES | GAA glycogen | Tau fibril ThT | GLA spleen mod | Tau fluor cs | GAA inh | HTT ATP protect | Tau FP inhib | aGlu spleen mod
CC(NC(=O)C1CCCN1S(=O)(=O)c1ccc2c(c1)n(C)c(=O)c(=O)n2C)c1ccccc1 (stereo unspecified) | 3% | -6% | 3% | -1% | . | 27%[10 µM] | 9% | 6%
O=C(Nc1nnc(CC(=O)N2CCOCC2)s1)C1COc2ccccc2O1 (stereo unspecified) | 7% | -4% | -14% | 2% | ? | -3% | 3% | -7%
Cc1occc1C(=O)NCCCc1ccccc1 | 4% | -9% | 4% | -1% | ? | -17% | 3% | 1%
Cc1ccccc1C(=O)c1c[nH]c(C(=O)NCc2cccs2)c1 | 6% | 5% | 3% | -2% | -3% | -22% | -6% | 6%

Some of the entries above, set out differently:
Fields – GAA glycogen | Tau fibril ThT | GLA spleen mod | Tau fluor cs | GAA inh | HTT ATP protect | Tau FP inhib | aGlu spleen mod
O=C(NC1CCCCC1)c1ccc(Cn2cc(Br)cn2)o1
  -4% | -15% | 1% | -13% | 1% | 1%[10 µM] | 9% | -4%
COc1ccc(N(C(=O)c2ccco2)S(=O)(=O)c2ccc(F)cc2)cc1
  -2% | -25% | 0% | -16% | -1% | 3%[1.9 µM] | -5% | -2%
CCn1c(SCC(=O)Nc2cc(C)on2)nc2sc(C)c(C)c2c1=O
  -3% | -7% | -3% | -8% | -10% | 4% | -2% | -9%
CCCCCCC1=Cc2cc(OC)c(OC)cc2C(C(C(C)=O)C(=O)OCC)O1 (stereo unspecified)
  . | -16%[11.5 µM] | -6%[17.5 µM] | -12%[11.6 µM] | . | 2%[10 µM] | 3%[11.6 µM] | -4%[17.4 µM]
N#Cc1ccc2ccn(CC(=O)NCc3ccccc3)c2c1
  -18% | 5% | ? | -1% | -10% | -20% | 1% | -22%
N#Cc1ccc(C(=O)OCC(=O)Nc2ccc(N3CCOCC3)cc2)cc1
  -1% | ? | -5% | -8% | -5% | -27% | -2% | -3%
O=C(Oc1ccccc1)c1cccc2cccnc12
  0% | -7% | 0% | 1% | 2% | -15%[10 µM] | 1% | -14%
CCn1c(SCC(=O)c2ccccc2)nc2c(c1=O)SC(C)C2 (stereo unspecified)
  -2% | -7% | -6% | -5% | -10% | 15%[1.9 µM] | 7% | -7%
C=CCSc1nc(-c2ccc(OC)cc2)c(C#N)c(=O)n1CC=C
  8% | -16% | -3% | -14% | 5% | 0%[10 µM] | 0% | -3%
COc1ccccc1NC(=O)c1cc2c(-c3ccccc3)nn(-c3ccccc3)c2s1
  1%[76.3 µM] | -4% | . | -24% | . | . | ? | .
CCOC(=O)/C=C1\SCC(=O)N1CC(O)CN1C(=O)CS/C1=C\C(=O)OCC
  2% | -13% | -7% | -8% | 3% | -24%[10 µM] | 3% | -13%

Source: PubChem BioAssay (National Center for Advancing Translational Sciences (NCATS))
